Screening data: PubChem BioAssay, National Center for Advancing Translational Sciences (NCATS)
RORg inh – qHTS for inhibitors of ROR gamma transcriptional activity. actives 5.4% (n = 310,000). Potency, µM (highest dose often 53.6 µM), without a hit: at the top dose activity change, negative = inhibition, hits mostly inhibitors. Nuclear receptor ROR-gamma (Mus musculus), P51450. Drosophila S2 Gal4-RORgamma UAS-luciferase reporter, 20 h; note: % is set by controls: 0 for no effect and ±100 for the full control effect; nearly all actives have a fitted effect of over 60% in size
Target sequence (P51450 whole entry, looked up, the tested form may be a part): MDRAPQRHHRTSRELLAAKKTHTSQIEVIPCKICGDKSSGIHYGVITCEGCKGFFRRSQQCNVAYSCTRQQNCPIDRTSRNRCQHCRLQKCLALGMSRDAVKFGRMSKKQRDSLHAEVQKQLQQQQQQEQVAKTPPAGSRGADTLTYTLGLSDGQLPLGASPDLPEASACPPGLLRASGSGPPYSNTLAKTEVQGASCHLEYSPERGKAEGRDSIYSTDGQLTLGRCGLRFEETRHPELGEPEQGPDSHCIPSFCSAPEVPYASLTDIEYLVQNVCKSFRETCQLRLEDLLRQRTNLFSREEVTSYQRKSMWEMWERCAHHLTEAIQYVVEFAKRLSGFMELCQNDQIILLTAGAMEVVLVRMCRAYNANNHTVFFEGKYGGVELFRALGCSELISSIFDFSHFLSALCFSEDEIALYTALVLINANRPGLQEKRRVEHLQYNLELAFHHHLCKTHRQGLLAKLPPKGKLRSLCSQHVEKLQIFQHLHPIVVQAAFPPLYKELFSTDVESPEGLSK
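Luciferase reporter read in Schneider cells carrying Gal4-RORγ (mouse) and UAS-Photinus luciferase; cells given compound 1 h before 700 uM copper sulfate induction, then incubated 20 h at ambient temperature.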
MBNL1-CUG inh – qHTS Assay for Inhibitors of MBNL1-poly(CUG) RNA binding | TR-FRET MBNL1-His/biotin-(CUG)12 binding, 665/545 ratio | Potency, µM (top dose mostly 57.5 µM), without a hit: top-dose activity change, negative = inhibition, usual class: inhibitors | actives 0.036% (n = 280,000) | AID 2675, 2010; active = well fitted inhibition curve with a large enough effect in the signal ratio, with a control signal flat, not every such curve was filed as active; inconclusive = small, poorly fitted or top-dose-only effect, or effect the other way, or a change in a side signal; inactive = no such curve, though single readings can be large or run the other way; the % refers to the signal ratio; note: % is set by controls: 0 for no effect and ±100 for the full control effect
Target sequence (Q9NR56 whole entry, looked up): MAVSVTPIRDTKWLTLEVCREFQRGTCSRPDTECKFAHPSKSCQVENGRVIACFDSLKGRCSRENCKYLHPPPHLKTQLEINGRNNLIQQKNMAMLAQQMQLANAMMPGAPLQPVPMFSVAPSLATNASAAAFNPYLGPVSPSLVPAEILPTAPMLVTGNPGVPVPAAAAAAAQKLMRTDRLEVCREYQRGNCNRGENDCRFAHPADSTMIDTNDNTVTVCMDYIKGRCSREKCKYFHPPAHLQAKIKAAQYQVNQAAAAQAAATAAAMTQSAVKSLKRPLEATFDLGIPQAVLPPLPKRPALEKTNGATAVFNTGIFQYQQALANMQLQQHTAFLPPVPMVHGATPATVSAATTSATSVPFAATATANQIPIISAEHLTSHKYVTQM
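Compounds (final 92 nM to 58 uM) are added to His-tagged MBNL1 and biotin-(CUG)12, then terbium anti-His antibody and streptavidin-XL665 (5 nM final). After 60 min at room temperature, the 665/545 nm ratio is read.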
ELG1 genotox – qHTS screen for small molecules that induce genotoxicity in human embryonic kidney (HEK293T) cells expressing luciferase-tagged ELG1 | HEK293T ELG1-luciferase reporter, luminescence, 16 h | Potency, µM (series often up to 46 µM), without a hit: at the top dose activity change, positive = activation, hits mostly activators | actives 1.3% (n = 330,000); note: % of control where 0% means no effect; nearly all actives have a fitted effect of over 60% in size
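Reporter readout depends on ELG1 protein level, which increases with genetic stress. After 16 hr compound exposure at 37 °C, luciferase activity was quantified using ONE-Glo.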
p53 reactivation – qHTS assay for re-activators of p53 using a Luc reporter; Potency, µM (doses to about 92.2 µM), for the others: at the top dose activity change, positive = activation, hits mostly activators; actives 0.063% (n = 320,000); H1299 p53-A138V BP100-luciferase reporter, luminescence, 24 h; note: % of control where 0% means no effect; nearly all actives have a fitted effect of over 45% in size
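p53-null H1299 cells stably carrying temperature-sensitive p53-A138V and a BP100-luciferase reporter were pinned with compounds (4-point, 1:5 series) and held 24 hrs at 37 deg C. Luminescence was read 10 min after detection reagent.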
Gal4-VP16 FLuc – VP16 counterscreen qHTS for inhibitors of ROR gamma transcriptional activity. Drosophila S2 Gal4-VP16 UAS-luciferase, luminescence, 20 h. Potency, µM (doses to about 53.6 µM), without a hit: top-dose activity, negative = inhibition, usual class: inhibitors. actives 3.5% (n = 310,000);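 note: Gal4-VP16 expression switched on by copper sulfate through the metallothionein promoter; % is set by controls: 0 for no effect and ±100 for the full control effect; nearly all actives have a fitted effect of over 50% in size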
FLuc counter – qHTS profiling assay for firefly luciferase inhibitor/activator using purifed enzyme and Km concentrations of substrates (counterscreen for miR-21 project). purified FLuc, Km substrates, luminescence inhibition. actives 6.9% (n = 360,000). AID 588342, 2011. Luciferin 4-monooxygenase (Photinus pyralis), P08659. Potency, µM (doses to about 57.5 µM), for inactives: top-dose activity change, negative = inhibition, actives largely listed as inhibitors;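 note: plate controls were vehicle for no effect and reference inhibitor for full effect; nearly all actives have a fitted effect of over 55% in size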
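Purified P. pyralis luciferase (10nM final) with 10uM D-luciferin and 10uM ATP (Km levels) in 50mM Tris acetate pH 7.5, 10mM Mg acetate, 0.01% Tween-20, 0.05% BSA; qHTS 6-point titration, ~60 µM downward; luminescence read.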
BRCA1 expr up – qHTS Assay to Identify Small Molecule Activators of BRCA1 Expression; actives 1.1% (n = 380,000); MCF7-BRCA1-FFLuc reporter, luminescence, 48 h; response scale: scaled: vehicle 0%, 10 µM genistein 100%; Potency, µM (highest dose often 46.1 µM), without a hit: top-dose activation, hits mostly activators; note: nearly all actives have a fitted effect of over 80% in size; some results filed as inactive show a strong effect at the top dose
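48 h compound treatment of MCF7-BRCA1-FFLuc cells (phenol-red free MEM, 37 °C), then 15 min with luciferase substrate and luminescence imaging.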
Rab9 promoter act – qHTS Assay for Rab9 Promoter Activators | actives 2.8% (n = 320,000) | Huh7 Rab9 promoter-luciferase reporter, luminescence, 24 h | Potency, µM (top dose mostly 9.22 µM), without a hit: at the top dose activation, negative = inhibition, hits mostly activators; note: % of control where 0% means no effect; nearly all actives have a fitted effect of over 60% in size
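Rab9 promoter-driven luciferase in stably transfected Huh7 cells; 1500 cells/well rested 2 h, exposed to compound in DMSO for 24 h at 37 °C, 5% CO2. Luminescence read 10 min after adding luciferase reagent at ambient temperature.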
uPA generation – qHTS for Inhibitors of Cell Surface uPA Generation; cell surface uPA generation assay, qHTS; Potency, µM (doses to about 38.3 µM), for inactives: top-dose activity change, negative = inhibition, most hits filed as inhibitors; actives 0.31% (n = 330,000); active = well fitted inhibition curve with a large enough effect; inconclusive = small, poorly fitted or top-dose-only effect; inactive = no such curve, though single readings can be large or run the other way; tested in mouse RAW 264.7 cells; note: % is set by controls: 0 for no effect and ±100 for the full control effect; nearly all actives have a fitted effect of over 55% in size
NPC1 prom act – qHTS Assay for NPC1 Promoter Activators. Huh7 NPC1 promoter luciferase reporter, 24 h. actives 2.4% (n = 320,000). AID 485313, 2010. Potency, µM (titrated, usually from 9.22 µM), without a hit: top-dose activation, actives largely listed as activators;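 note: % of control where 0% means no effect; nearly all actives have a fitted effect of over 60% in size; reporter is driven by a mutant NPC1 promoter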
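Quantitative HTS used a cell-based reporter: Huh7 cells stably bearing the NPC1 promoter upstream of luciferase were treated with compounds for 24 h, and promoter activation was read as luminescence.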
* hit, by the source's call; [ ] = another dose, or the depositor's remark. Unless noted, calls come from the whole dose curve; as a rule, active = well fitted curve in the direction sought with a large enough effect; inconclusive = small, poorly fitted or top-dose-only effect, or another doubt; inactive = no such curve, though single readings can be large; an effect the other way counts as inactive or inconclusive. Potency is the fitted concentration of half-maximal effect.

Screening CC1(C)CC(=O)C2=C(C1)OC(N)=C([N+](=O)[O-])C2c1ccc(F)cc1 (stereo not given) returned RORg inh -1%, MBNL1-CUG inh 9%, ELG1 genotox -2%, p53 reactivation 3%, Gal4-VP16 FLuc -3%, FLuc counter -2%, BRCA1 expr up 3%, Rab9 promoter act 2%, uPA generation 1% and NPC1 prom act -1%.
Screening CCOCCCNC(=O)c1cc(-c2ccc(Br)s2)nc2ccccc12 returned RORg inh 16%, MBNL1-CUG inh 281%[activator], ELG1 genotox 4%, p53 reactivation 6%, Gal4-VP16 FLuc 9%, FLuc counter inconclusive, BRCA1 expr up -17%, Rab9 promoter act -3%, uPA generation 10% and NPC1 prom act 2%.
COc1cc(N/N=C/c2ccc(N(C)C)cc2)ncn1 was read as RORg inh inconclusive, MBNL1-CUG inh 21%, ELG1 genotox 1.2µM*, p53 reactivation -1%, Gal4-VP16 FLuc inconclusive, FLuc counter 0.85µM*, BRCA1 expr up -29%, Rab9 promoter act inconclusive, uPA generation 3.5µM* and NPC1 prom act 1.3µM*.
Cc1cc(N2CCCC2=O)ccc1S(=O)(=O)NCCOc1ccccc1 was read as RORg inh -43%, MBNL1-CUG inh 1%, ELG1 genotox -7%, p53 reactivation -4%, Gal4-VP16 FLuc inconclusive, FLuc counter -2%, BRCA1 expr up 5%, Rab9 promoter act 1%, uPA generation -2% and NPC1 prom act -1%.
COc1ccc(OCC(=O)N/N=C(\C)CC(=O)Nc2cccc([N+](=O)[O-])c2)cc1 was read as RORg inh -26%, ELG1 genotox -2%, p53 reactivation 0%, Gal4-VP16 FLuc -1%, FLuc counter -17%, BRCA1 expr up -1%, Rab9 promoter act 6%, uPA generation -18% and NPC1 prom act -2%.
For Cn1nnnc1-c1cc(Br)ccc1NC(=O)c1ccccc1 the results were RORg inh -13%, MBNL1-CUG inh inconclusive, ELG1 genotox -1%, p53 reactivation 3%, Gal4-VP16 FLuc -4%, FLuc counter 4%, BRCA1 expr up -30%, Rab9 promoter act -1%, uPA generation -6% and NPC1 prom act -5%.
`Cc1nn2c(nc1=O)SCC(c1ccccc1)=N2` gave RORg inh 17%, MBNL1-CUG inh inconclusive, ELG1 genotox inconclusive, p53 reactivation inconclusive, Gal4-VP16 FLuc 3%, FLuc counter 3%, BRCA1 expr up inconclusive, Rab9 promoter act 3.5µM*, uPA generation -2% and NPC1 prom act 2.2µM*.
CCCCCc1ccc(C(=O)CCC(=O)OCC(=O)N(CC)c2c(N)n(Cc3ccccc3)c(=O)[nH]c2=O)cc1 was read as ELG1 genotox 5%, p53 reactivation -23%, FLuc counter inconclusive, BRCA1 expr up -13%, Rab9 promoter act -2%, uPA generation -7% and NPC1 prom act 12%.
For CCN(CC)CCCNC(=O)c1sc2nc(-c3ccc(F)cc3)cn2c1C the results were RORg inh -19%, MBNL1-CUG inh 2%, ELG1 genotox 12%, p53 reactivation inconclusive, Gal4-VP16 FLuc 7%, FLuc counter -19%, BRCA1 expr up -16%, Rab9 promoter act 1% and NPC1 prom act 1%.
`COc1ccccc1CC(=O)Nc1c[nH]c(=O)[nH]c1=O` gave RORg inh 1%[10 µM], ELG1 genotox -2%, p53 reactivation -3%, Gal4-VP16 FLuc -13%, FLuc counter -2%, BRCA1 expr up 8%, Rab9 promoter act 1%, uPA generation 7% and NPC1 prom act -4%.
Screening CCC(C(=O)Nc1ccc(C(=O)N2CCCC2)cc1)c1ccccc1 (stereo not given) returned RORg inh -2%, MBNL1-CUG inh 5%, ELG1 genotox 4%, p53 reactivation 16%, Gal4-VP16 FLuc -1%, FLuc counter -2%, BRCA1 expr up -11%, Rab9 promoter act 0%, uPA generation 14% and NPC1 prom act -4%.
Screening O=C1c2cc(F)ccc2-n2c1nc1ccccc1c2=O returned RORg inh 1%, MBNL1-CUG inh inconclusive, ELG1 genotox -8%, p53 reactivation -4%, Gal4-VP16 FLuc 0%, FLuc counter -7%, BRCA1 expr up -50%, Rab9 promoter act -35%[inhibitor], uPA generation -1% and NPC1 prom act -40%[inhibitor].
Screening Cc1cc(=O)n2[nH]cc(-c3ccccc3)c2n1 returned RORg inh inconclusive, MBNL1-CUG inh -3%, ELG1 genotox -10%, p53 reactivation -19%, Gal4-VP16 FLuc inconclusive, FLuc counter 2%, BRCA1 expr up -3%, Rab9 promoter act 0%, uPA generation -3% and NPC1 prom act -1%.
For CCOc1ccc(S(=O)(=O)N(CC)CC)cc1NS(=O)(=O)c1ccc(F)c(F)c1F the results were RORg inh 40%, ELG1 genotox -3%, p53 reactivation -6%, Gal4-VP16 FLuc -13%, FLuc counter -1%, BRCA1 expr up 0%, Rab9 promoter act 10%, uPA generation -2% and NPC1 prom act -2%.
For Fc1ccc(NC(=S)Nc2cc(Cl)ccc2Cl)cc1 the results were RORg inh inconclusive, MBNL1-CUG inh -4%, ELG1 genotox -7%, p53 reactivation 12%, Gal4-VP16 FLuc 3%, FLuc counter 0%, BRCA1 expr up -34%, Rab9 promoter act 4%, uPA generation -1% and NPC1 prom act 0%.
Screening O=C(Nc1nc2ccccc2[nH]1)c1cccc(Br)c1 returned RORg inh 2.2µM*, MBNL1-CUG inh -1%, ELG1 genotox 2.1µM*, p53 reactivation inconclusive, Gal4-VP16 FLuc 5µM*, FLuc counter 2.4µM*, BRCA1 expr up inconclusive, Rab9 promoter act 3.5µM*, uPA generation -15% and NPC1 prom act inconclusive.
`CCN(CC(=O)N1CCCC1)S(=O)(=O)c1ccc2ccccc2c1` gave RORg inh 1%, MBNL1-CUG inh 5%, ELG1 genotox 1%, Gal4-VP16 FLuc -1%, FLuc counter 5%, BRCA1 expr up 13%, Rab9 promoter act 0%, uPA generation 13% and NPC1 prom act 0%.
`O=c1[nH]c(=S)[nH]c2c1CN(Cc1ccc(F)cc1)CC2` gave RORg inh -24%, MBNL1-CUG inh 207%[activator], ELG1 genotox -2%[9.26 µM], p53 reactivation -8%, Gal4-VP16 FLuc -4%, FLuc counter 1%, BRCA1 expr up 5%, Rab9 promoter act -4%, uPA generation 17% and NPC1 prom act -2%.
For COc1ccc(N(C(=O)Cc2cccs2)C(C(=O)NC2CCCCC2)c2cccn2C)cc1 (stereo not given) the results were RORg inh 2%, MBNL1-CUG inh 0%, ELG1 genotox -1%, p53 reactivation -3%, Gal4-VP16 FLuc inconclusive, FLuc counter 5%, BRCA1 expr up -30%, Rab9 promoter act -3%, uPA generation 2% and NPC1 prom act -4%.
COc1ccc(-c2[nH]nc(-c3ccccc3)c2-c2nc3ccccc3[nH]2)cc1 was read as RORg inh 22%, MBNL1-CUG inh -12%, ELG1 genotox 0%, p53 reactivation 1%, Gal4-VP16 FLuc 5%, FLuc counter 0%, BRCA1 expr up -1%, Rab9 promoter act -2%, uPA generation 3% and NPC1 prom act -2%.
`CC(C)N(CCc1ccncc1)C(=O)Nc1ccc(F)cc1` gave RORg inh 22%, MBNL1-CUG inh 5%, ELG1 genotox 2%, p53 reactivation -3%, Gal4-VP16 FLuc 1%, FLuc counter 3%, BRCA1 expr up 0%, Rab9 promoter act -1%, uPA generation -16% and NPC1 prom act -3%.
`O=C(c1ccc(NC2=NC3CS(=O)(=O)CC3S2)cc1)N1CCN(Cc2ccccc2)CC1` (stereo not given) gave RORg inh 0%, MBNL1-CUG inh 2%, ELG1 genotox 1%, p53 reactivation 4%, Gal4-VP16 FLuc -1%, FLuc counter 2%, BRCA1 expr up -13%, Rab9 promoter act -4%, uPA generation 0% and NPC1 prom act -1%.
O=c1oc(C2(O)CCCCC2)cc2ccccc12 was read as ELG1 genotox 0%, p53 reactivation -1%, BRCA1 expr up 16% and uPA generation -3%.
For CCN(CC)C(=O)Cn1cc(SCC(=O)NCc2ccco2)c2ccccc21 the results were RORg inh 3%, ELG1 genotox -1%, p53 reactivation -1%, Gal4-VP16 FLuc 18%, FLuc counter 0%, BRCA1 expr up -12%, Rab9 promoter act -4%, uPA generation 6% and NPC1 prom act -2%.
`CN(C)N1C(N)=C(C#N)C(c2ccsc2)C2=C1CC(C)(C)CC2=O` (stereo not given) gave RORg inh 7%, ELG1 genotox 0%, p53 reactivation -4%, Gal4-VP16 FLuc -6%, FLuc counter 3%, BRCA1 expr up -9%, Rab9 promoter act -4%, uPA generation -1% and NPC1 prom act -2%.
C[N+]1(CC(=O)OCCCC2CCCCC2)CCCC1 was read as RORg inh -5%, MBNL1-CUG inh 5%, ELG1 genotox -6%, p53 reactivation -2%, Gal4-VP16 FLuc 0%, FLuc counter -2%, BRCA1 expr up -7%, Rab9 promoter act -4%, uPA generation -4% and NPC1 prom act -5%.
Screening Nc1c(C(=O)CSc2nnc(COc3ccc(Cl)cc3)o2)c(=O)[nH]c(=O)n1C1CC1 returned ELG1 genotox 0%, p53 reactivation -2%, FLuc counter 1%, BRCA1 expr up 5%, Rab9 promoter act -12%, uPA generation 8% and NPC1 prom act -4%.

This is a random part of the collection. Share with any hit: about 13%.
